M. tuberculosis GlmU = inhibition of mycobacterial GlmU enzyme – biochemical, glucosamine-1-phosphate acetyltransferase (AID 1376); Bifunctional protein GlmU (Mycobacterium tuberculosis (strain ATCC 25618 / H37Rv)); M. tuberculosis GlmU acetyltransferase enzyme assay; higher % means a stronger effect; inhibition, %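 (tested at 30 µM in the primary screen)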; hits with a dose series show IC50 in µM; actives 0.25% (n = 220,000); in the data active means inhibition above about 13%;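 further: 0% = complete reaction with vehicle and 100% = reaction without substrate; strong numbers were not always called active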
Mtb RmlCD inh = M. tuberculosis RmlC/RmlD coupled enzyme inhibitors, primary screen, biochemical, compound mixtures, 384-well, from 1536-well plates. dTDP-4-dehydrorhamnose reductase (Mycobacterium tuberculosis (strain ATCC 25618 / H37Rv)) …. inhibition, % at 3.6 µM. AID 1533, 2009. actives 0.03% (n = 160,000). RmlC+RmlD coupled enzyme assay, percent inhibition; primary screen in compound mixtures; in the data active means inhibition mostly above about 34%, no sharp cut-off; further: some results filed as inactive read as strong as hits
Target sequence (P9WH09 whole entry, looked up): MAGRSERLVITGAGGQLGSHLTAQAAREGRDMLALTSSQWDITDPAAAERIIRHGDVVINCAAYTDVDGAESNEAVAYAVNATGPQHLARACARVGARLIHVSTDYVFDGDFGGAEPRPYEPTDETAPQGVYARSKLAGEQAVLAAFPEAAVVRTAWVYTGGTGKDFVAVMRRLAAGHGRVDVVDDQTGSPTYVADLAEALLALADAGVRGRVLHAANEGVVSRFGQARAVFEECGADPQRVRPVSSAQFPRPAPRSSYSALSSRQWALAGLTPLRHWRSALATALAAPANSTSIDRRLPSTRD
Target sequence (P9WH11 whole entry, looked up): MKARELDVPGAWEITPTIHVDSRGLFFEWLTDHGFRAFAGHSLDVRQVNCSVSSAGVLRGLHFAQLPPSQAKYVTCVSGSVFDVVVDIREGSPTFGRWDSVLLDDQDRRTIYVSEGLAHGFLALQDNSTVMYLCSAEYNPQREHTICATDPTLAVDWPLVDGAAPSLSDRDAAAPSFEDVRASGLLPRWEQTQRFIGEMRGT
* hit, by the source's call; x = no result given; & = joins results of further samples. An excerpt (hit frequency here may not be typical).

SMILES,M. tuberculosis GlmU,Mtb RmlCD inh
C=CCN(c1ccccc1)S(=O)(=O)c1ccc(Cl)c(C(=O)OCC(=O)N(C)C2CCS(=O)(=O)C2)c1 (configuration not stated),-2.6%,-9.3
COc1ccc(NP(=O)(Nc2ccc(OC)cc2)Oc2ccccc2)cc1,1.5%,9.8
O=C(COc1ccccc1)Nc1nc2ccccc2[nH]1,1.4%,-5.3
Cc1ccccc1OCC(=O)OCn1nnc2ccccc2c1=O,-0.5%,-0.1
Cc1cc(C)n(C(=O)C23CC4CC(CC(C4)C2)C3)n1,3.5%,-8.9
CC(=O)Nc1c(C)nn(-c2ccc([N+](=O)[O-])cc2)c1C,5.1%,-9.2
CSC(SC)=C(C(C)=O)C(=O)c1ccc(C)cc1,6.6%,-6.3
CC(=O)N(C(C)=O)c1c(N2CCOCC2)c2ccccc2oc1=O,5.5%,x
COc1ccc(N(CC(=O)N2CCc3ccccc32)S(=O)(=O)c2c(C)nn(C)c2C)cc1,5.2%,-4.0
O=C(NCCSCc1ccco1)Nc1ccccc1,-0.1%,-7.5
CN1Cc2cccnc2N(C)Cc2cc(Cl)ccc21,8.5%,2.3
O=C(CSc1ncnc2c1oc1ccccc12)N1CCN(c2ccccc2)CC1,0.8%,x
COc1cccc(C(=O)c2c[nH]c(C(=O)NCCCN3CCOCC3)c2)c1,1.0%,1.8
CCCN(CC(=O)Nc1ccccc1OC)C(=O)c1cc2ccccc2o1,6.4%,-7.6
COc1ccc(NC(=O)c2cccc(C(=O)Nc3ccc(OC)cc3)n2)cc1,2.0%,2.4
O=C(NNS(=O)(=O)c1ccccc1)C1CCN(S(=O)(=O)c2ccccc2)CC1,3.6%,-11.7
COc1ccc(NC(=O)CCc2nc3ccccc3s2)c(OC)c1,-0.7%,-5.2
COc1ccc(CCNS(=O)(=O)c2ccc3c(c2)OCCO3)cc1,-4.4%,-3.6
CCOc1ccccc1NC(=O)C1C2C=CC(C2)C1C(=O)O (configuration not stated),3.7%,5.2
CCOC(=O)c1ccc(NC(=O)Nc2ccc(Cl)cn2)cc1,0.8%,10.9
Cc1cccc(C)c1OCCOC(=O)c1n[nH]c2ccccc12,3.0%,4.4
O=[N+]([O-])c1cc(S(=O)(=O)N2CCCC2)ccc1NN=C1CCCC1,-1.2%,2.6
CCN(C(=O)c1cn(CC)c(=O)c2cc(OC)c(OC)cc12)c1ccccc1C,1.7%,-3.0
O=C(Nc1nccs1)c1cccc(NC(=O)C2CC2)c1,4.6%,x
COc1ccc(NC2CC(=O)N(c3cc([N+](=O)[O-])ccc3C)C2=O)cc1 (configuration not stated),5.4%,-4.6

Arranged by SMILES length (low to high): some entries from above.
SMILES,M. tuberculosis GlmU,Mtb RmlCD inh
COc1ccc(NC(=O)c2cccc(C(=O)Nc3ccc(OC)cc3)n2)cc1,2.0%,2.4
O=C(NNS(=O)(=O)c1ccccc1)C1CCN(S(=O)(=O)c2ccccc2)CC1,3.6%,-11.7
COc1ccc(N(CC(=O)N2CCc3ccccc32)S(=O)(=O)c2c(C)nn(C)c2C)cc1,5.2%,-4.0

(next part)
SMILES,M. tuberculosis GlmU,Mtb RmlCD inh
C/C(N)=C(/C#N)C(=O)CSc1nnc(-c2ccc(OC(F)F)cc2)o1,6.4%,11.4
CCC(C)[C@H]1CN=C(N)N1CCCc1cc(OC)c(OC)c(OC)c1 (some centres not stated),-1.1%,x
Cc1cccc(CSc2nc3ccncc3n2CC(=O)Nc2ccc(C)c(C)c2)c1,-7.5%,x
Nc1nonc1-n1nnc(C(=O)N/N=C/c2cccc(Cl)c2)c1CSc1ccc(Cl)cc1,-8.8%,-3.8
CCCCCCn1c(O)c(C(C)=NC)c(=O)[nH]c1=O,-3.1%,x
COc1ccc(OC)c(C2CC(=O)N3CN(c4ccccc4)CSC3=C2C#N)c1 (configuration not stated),2.0%,6.0
CCN(CC)CCCNC(=O)c1cn(CCOC)c(=O)c2c1c1ccccc1n2C,-9.1%,5.5
COc1ccc(NC(=O)c2ccc(CN3CCN(c4ccccc4)CC3)cc2)cc1OC,-0.6%,x
CC(C(Sc1ccccc1N)c1ccccc1)[N+](=O)[O-] (configuration not stated),4.6%,-5.1
COC(=O)C1=C(C)N(C)C(C)=C(C(=O)OC)C1c1ccsc1,5.6%,-12.7
CCn1c(SCC(=O)Nc2nc(-c3ccc(C)cc3)cs2)nnc1-c1ccccc1,1.4%,x
O=c1c2ccccc2nc(SCc2ccccc2Cl)n1Cc1ccccc1,2.2%,x
Cn1c(=O)oc2cc(S(=O)(=O)N3CCCC(C(=O)NCC4COc5ccccc5O4)C3)ccc21 (configuration not stated),x,-6.4
CC(=O)Nc1nc(-c2cccs2)cs1,0.4%,4.2
N#C/C(=C\c1cn(Cc2ccc(C#N)cc2)c2ccccc12)C(=O)NCc1cccs1,0.6%,4.7
CCCCc1ccc(NC(=S)NCc2ccccc2OC)cc1,-11.8%,-5.0
O=C(CN1CCOCC1)N/N=C/c1ccccc1,-0.3%,7.3
CCC(=O)Nc1cccc(C2=NOC3(C2)C[C@@H](C(N)=O)N(C(=O)C(c2ccccc2)c2ccccc2)C3)c1 (some centres not stated),7.0%,0.9
Cc1cc(C(=O)N/N=C/c2c(C)[nH]c3ccccc23)n[nH]1,2.0%,-6.4
CCOc1ccc(N=Nc2c(N)[nH][nH]c2=O)cc1,-3.2%,3.4
Cc1ccccc1OCc1nc(-c2ccccc2)no1,-0.6%,x
CN(CC(=O)Nc1ccc(S(=O)(=O)N2CCCC2)cc1)Cc1ccc(Cl)cc1Cl,-2.5%,1.1
O=C(c1ccc2nc(-c3ccco3)c(-c3ccco3)nc2c1)N1CCN(c2ccccc2)CC1,3.1%,7.3
Cc1cc(C)n2c(SCC(=O)N3CCN(S(=O)(=O)c4ccc(Cl)cc4)CC3)nnc2n1,-3.1%&-1.9%,-3.5
O=C(COC(=O)c1sc2cc(Cl)ccc2c1Cl)Nc1ncc(Cl)cc1Cl,2.9%,-6.8

Further records.
SMILES,M. tuberculosis GlmU,Mtb RmlCD inh
O=C(CSc1nc2c(sc3ccccc32)c(=O)n1CCCN1CCCC1)NCC1CCCO1 (configuration not stated),-6.1%,1.1
COc1ccc(S(=O)(=O)Nc2cccc(-c3ccc4nncn4n3)c2)cc1F,1.7%,x
Cc1cc(C)c(CN2CCC(CO)(CCOc3ccccc3)CC2)cc1C,1.8%,6.8
COc1cc(C2N3CC4(C)CN2CC(C)(C3)C4)ccc1O (configuration not stated),-2.8%,-4.1
CN(C)S(=O)(=O)N1CCN(C(=O)N2CCCCCC2)CC1,-0.7%,-17.4
O=C(Nc1ncc2c(n1)-c1ccccc1CC2)c1ccc(F)cc1,3.2%,4.9
CCOC(=O)C(=Cc1cc(=O)c(OC)co1)C(=O)OCC,-5.4%,-8.3
CCN(CC)C(=O)CSc1nnc(COc2ccc(OC)cc2)n1N,-2.2%,-9.1
O=C(NCc1ccccc1Cl)C(=O)NCC(c1ccco1)N1CCOCC1 (configuration not stated),1.6%,-8.7
Cc1cccc(NS(=O)(=O)c2ccc(C)c(C(N)=O)c2)c1,-4.9%,4.6
COc1cc(/C=C/C(=O)c2ccc(NS(=O)(=O)c3ccc(C)cc3)cc2)cc(OC)c1O,4.3%,9.7
CCOc1c(N2CC(C)OC(C)C2)c(=O)c1=O (configuration not stated),1.1%,15.0
CCN(CC)S(=O)(=O)c1cccc(-c2nc3n(n2)Cc2ccccc2-3)c1,-2.5%,-6.9
COc1ccc(NC(=O)CSc2nc(-c3ccncc3)nn2CC(=O)N2CCCC2)cc1,0.3%,x
CCOC(=O)C(=O)N=Nc1c(O)[nH]c2ccccc12,3.1%,-1.3
COc1ccc(OCC(O)CN2CCCCCC2)cc1 (configuration not stated),7.1%,x
O=C1COc2ccc(C(=O)COC(=O)c3cccnc3Cl)cc2N1,-0.3%,5.9
CCCC(=O)N(C1CC(C)C(C#N)(C#N)C1(C#N)C#N)N(C)C (configuration not stated),-8.9%,7.7
Cc1ccccc1NC(=O)Cc1nc(CSc2nnc(C3CCCCC3)n2N)cs1,-1.3%,0.3
CCN(CC)CCC(C)OC(=O)c1ccc(O)cc1O (configuration not stated),-4.6%,-12.2
CCn1cc(CN(C)S(=O)(=O)c2ccc3ccccc3c2)c(C)n1,-0.2%,2.0
COc1ccc(CCN2C(=O)C3C(C2=O)C2C=CC3C23CC3)cc1OC (configuration not stated),-10.7%,-11.4
O=C(O)c1ccc(Cl)c(NC(=S)NC(=O)c2ccccc2[N+](=O)[O-])c1,1.1%,-2.5
N#Cc1cc(-c2ccccc2)cn(Cc2c(Cl)cccc2Cl)c1=O,8.1%,x
N#Cc1ccc(-c2ccco2)nc1SCc1ccccc1,6.4%,-3.5

(more compounds)
SMILES,M. tuberculosis GlmU,Mtb RmlCD inh
C[C@@H]1CCC[C@@]2(O[C@H](CCO)C[C@@H](O)[C@@H]2O)O1,-1.6%,x
Cc1ccc(S(=O)(=O)N2CCCC(C(=O)N3CCCc4ccccc43)C2)cc1 (configuration not stated),3.6%,15.1
CCOC(=O)NNC1CC(=O)N(c2ccccc2)C1=O (configuration not stated),-2.7%,5.8
S=C(NCC1CCCO1)Nc1ccccc1 (configuration not stated),-0.7%,-42.1
CN1CCN(C(=O)CCN2C(=O)c3ccccc3C2=O)CC1,0.6%,4.2
CCOC(=O)N1CCN(C(=O)NC23CC4CC(CC(C4)C2)C3)CC1,-2.2%,2.3
Cc1cccnc1NS(=O)(=O)c1cccc([N+](=O)[O-])c1,2.1%,4.3
COc1ccc(/C=N/c2c(-c3ccc(OC)cc3)nc3n2CCS3)cc1,-0.7%,x
CC(C)(C)n1ncc2c(=O)n(CC(=O)OCc3ccccc3)cnc21,0.6%,8.2
CCC(=O)Nc1ccc(NC(=O)c2ccco2)c(OC)c1,-0.6%,16.4
COc1cc(NC(=O)CSc2nnnn2Cc2ccc3c(c2)OCO3)cc(OC)c1,x,-5.3
O=S(=O)(NCc1ccco1)c1ccc(S(=O)(=O)N2CCCCC2)cc1,4.8%,x
O=C(CCN1C(=O)c2ccccc2C1=O)N1CCN(c2ccccn2)CC1,3.1%,-0.6
Cc1ccc(-c2nnc(SCC(=O)N/N=C/c3ccc(C)s3)n2-c2ccccc2)cc1,-2.4%,8.8
OC(CSc1ccccc1Cl)CN1CCN(c2ccc(F)cc2)CC1 (configuration not stated),-1.5%,x
NC(=O)C1CCN(C(=S)NC2CC3C=CC2C3)CC1 (configuration not stated),0.1%,-5.5
COc1cccc(NC(=S)N2CCCN(Cc3ccc(F)cc3)C2)c1,1.0%,7.3
Nc1ccccc1SCC(=O)Nc1nc(-c2ccccc2)cs1,-3.1%,-12.8
CCOC(=O)c1cc2occc2n1CCCN1C(=O)c2ccccc2C1=O,1.1%,x
CCOC(=O)N1CCN(S(=O)(=O)c2ccc(C(=O)Nc3ccc(F)cc3F)cc2)CC1,x,-5.6
O=C(c1ccc(C(=O)N2CCOCC2)nc1)N1CCOCC1,-1.3%,x
CN(Cc1cnn(C)c1)C(=O)c1cc(COc2c(F)cccc2F)on1,8.2%,7.5
Cn1c(Cl)cnc1C(O)c1ccccc1 (configuration not stated),1.3%,x
Clc1ccc2nc(-c3ccc(Br)s3)cn2c1,1.9%,12.7
COc1ccc(-c2ccc(C#N)c(OC)n2)cc1,8.4%,5.8

The last three entries of the part before open the next one:
SMILES,M. tuberculosis GlmU,Mtb RmlCD inh
Cn1c(Cl)cnc1C(O)c1ccccc1 (configuration not stated),1.3%,x
Clc1ccc2nc(-c3ccc(Br)s3)cn2c1,1.9%,12.7
COc1ccc(-c2ccc(C#N)c(OC)n2)cc1,8.4%,5.8
CC1Cc2ccccc2N1C(=O)CN1C(=O)CN(C)C(=O)c2ccccc21 (configuration not stated),0.6%,x
CSc1sc(C(=O)NC(=O)NCc2ccncc2)c(C)c1-c1ccon1,-0.7%,32.5
CCCCNCc1cc(OCC)c(OCC)cc1Br,-2.9%,-9.4
COC(=O)c1cn(C)c2ccc(S(=O)(=O)N3CC(C)CC(C)C3)cc2c1=O (configuration not stated),9.9%,18.2
Cc1ccccc1-n1c(=O)cc(N2CCCCCC2)[nH]c1=O,1.3%,8.7
COc1ccc(Cl)cc1NC(=S)NCCCN1CCCC1=O,-5.2%,-0.5
CN1/C(=C\C=C2/C(=O)Oc3ccccc3C2=O)C(C)(C)c2ccccc21,-0.6%,x
COC(=O)CSc1nc2c(c(=O)n(C)c(=O)n2C)n1CCCc1ccccc1,0.8%,-2.7
COc1ccc(S(=O)(=O)Nc2cc(OC)c(NC(=O)c3ccco3)cc2OC)cc1,1.6%,x
O=C(CN1C(=O)c2ccccc2S1(=O)=O)N1CCN(c2ccccc2F)CC1,6.7%,12.7
O=C(Nc1ccc2c(c1)OCCO2)c1c(F)cccc1F,-1.2%,x
Cc1ccc(-n2c(Cc3cccc4ccccc34)n[nH]c2=S)c(C)c1,-9.8%,7.3
COC(=O)c1ccc(N2C(=O)CC(SCC(=O)Nc3ccc(OC)cc3)C2=O)cc1 (configuration not stated),-4.4%,-7.9
CCn1c(=O)c([N+](=O)[O-])c(NCc2ccc3c(c2)OCO3)c2ccccc21,-7.4%,x
CC(=O)n1nc(-c2cccnc2)nc1N,-5.6%,-9.4

High-throughput results (PubChem BioAssay)
